# Giardia FBPA inh – inhibitors of Giardia lamblia fructose-1,6-bisphosphate aldolase | A8B2U2 | purified Giardia FBPA | Potency, µM (titrated, usually from 59.6 µM), for inactives: at the top dose activity, negative = inhibition, actives largely listed as inhibitors | hit rate 0.71% among 290,000 | AID 2451; note: potency is the fitted concentration of half-maximal effect; % is set by controls: 0 for no effect and ±100 for the full control effect; nearly all actives have a fitted effect of over 55% in size
# Target sequence (A8B2U2 whole entry, looked up): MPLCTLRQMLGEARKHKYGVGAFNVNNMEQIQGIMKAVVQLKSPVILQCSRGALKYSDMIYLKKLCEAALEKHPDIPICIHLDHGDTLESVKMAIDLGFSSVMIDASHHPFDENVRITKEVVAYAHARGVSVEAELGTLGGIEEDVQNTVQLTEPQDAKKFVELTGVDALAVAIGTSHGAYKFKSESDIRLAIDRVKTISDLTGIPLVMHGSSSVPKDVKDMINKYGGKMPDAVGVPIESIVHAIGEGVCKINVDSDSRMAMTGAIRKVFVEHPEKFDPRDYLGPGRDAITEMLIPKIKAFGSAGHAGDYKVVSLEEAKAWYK
#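 Giardia FBPA (40 nM reagent) was preincubated 10 min at RT with compound (up to 57.5 uM final), then substrate plus GAPDH/TPI/NAD/arsenate coupling system with diaphorase/resazurin was added; resorufin fluorescence (525/598 nm) was read after 20 min.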
# AmpC detergent – blocks E. coli AmpC beta-lactamase in detergent assay | P00811 | AmpC hydrolysis of nitrocefin, absorbance 480 nm, 0.01% Triton | Potency, µM (highest dose often 114 µM), for inactives: top-dose activity change, negative = inhibition, most hits filed as inhibitors | hit rate 0.041% among 370,000 | AID 485294;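 note: potency is the fitted concentration of half-maximal effect; 0% = no-compound wells and -100% = no-enzyme wells; nearly all actives have a fitted effect of over 25% in size; some results filed as inactive show a strong effect at the top dose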
# Target sequence (P00811 whole entry, looked up): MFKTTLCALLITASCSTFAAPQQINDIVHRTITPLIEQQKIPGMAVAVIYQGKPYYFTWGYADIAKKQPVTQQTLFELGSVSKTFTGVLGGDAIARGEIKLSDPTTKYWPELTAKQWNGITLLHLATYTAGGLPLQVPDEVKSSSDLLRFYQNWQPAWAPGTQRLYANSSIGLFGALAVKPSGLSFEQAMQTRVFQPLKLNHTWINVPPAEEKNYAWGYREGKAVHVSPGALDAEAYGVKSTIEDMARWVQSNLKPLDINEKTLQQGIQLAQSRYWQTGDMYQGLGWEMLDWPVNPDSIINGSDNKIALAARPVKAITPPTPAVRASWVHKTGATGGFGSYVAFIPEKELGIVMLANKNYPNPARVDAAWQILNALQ
#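 AmpC (5.3 nM in the dispensed reagent) in 20 mM phosphate pH 7.0 with 0.01% (detergent screen) or 0.0001% Triton X-100 was preincubated with compounds for 15 min at room temperature. Nitrocefin was then added from an 800 uM solution, and hydrolysis was followed at 480 nm.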
# CHX counter – affects cycloheximide protein synthesis inhibition readout, counter-screen. cell reporter, cycloheximide protein synthesis inhibition counterscreen. max response, %. hit rate 12% among 300,000; in the data active = max response mostly above about 13%, no sharp cut-off; inactive = mostly below about 14%; note: read at 38.3 µM for the half of the compounds with a filed dose; 0% is about no effect
# AmpC inh no detg – blocks E. coli AmpC beta-lactamase in detergent-free assay. P00811. AmpC nitrocefin hydrolysis, absorbance 480 nm, 0.0001% Triton. Potency, µM (highest dose often 57.1 µM), for the others: at the top dose activity change, negative = inhibition, usual class: inhibitors. hit rate 0.52% among 330,000. AID 485341;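 note: potency is the fitted concentration of half-maximal effect; plate controls were no compound for no effect and no enzyme for full effect; nearly all actives have a fitted effect of over 20% in size; some results filed as inactive show a strong effect at the top dose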
#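 20 mM phosphate pH 7.0 + 0.01% (detergent screen) or 0.0001% Triton X-100; 5.3 nM AmpC reagent; cpd preinc 15 min RT; nitrocefin (800 uM stock) to start; A480 q20 s × 4 min; Activity was normalised to no-enzyme and no-compound control wells.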
# HCMV antiviral – human cytomegalovirus inhibition; HFF cells, HCMV-luciferase reporter, 72 h; active compounds read low; activity change, negative = inhibition, % at 57.5 µM; hit rate 4.5% among 410,000; AID 1259415; in the data active = activity change below about -60%; inconclusive = no clear call, values can overlap the other calls; inactive = above about -39%; note: % is set by controls: 0 for no effect and ±100 for the full control effect
#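 Two compound doses tested in HFFs infected with HCMV-luciferase, MOI 1 PFU/cell, 72 h at 37C. Lysate luminescence read with OneGlo; data normalized against buffer-only and 10uM Salinomycin inhibitor controls.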
# AMA1 RON2 block – inhibitors of Plasmodium falciparum AMA1-RON2 interaction; AlphaScreen AMA1-biotinylated RON2 peptide binding; hit rate 0.2% among 360,000; Potency, µM (doses to about 58.2 µM), inactives show at the top dose activity change, negative = inhibition, most hits filed as inhibitors;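 note: potency is the fitted concentration of half-maximal effect; 0% = vehicle wells and -100% = peptide control; nearly all actives have a fitted effect of over 45% in size; some results filed as inactive show a strong effect at the top dose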
#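 AMA1 (3D7) with his tag at 25 nM final met compounds first, then biotinylated RON2 peptide at 25 nM; detection used donor plus acceptor beads, 10 µg/mL apiece, read by AlphaScreen after 30 min at room temperature.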
# Shiga inhibitor – Shiga toxin inhibition. Vero cells, Shiga toxin protein synthesis inhibition reporter. inhibition, % at 38.7 µM. hit rate 9.2% among 290,000. AID 2315; in the data active = inhibition mostly above about 28%, no sharp cut-off; inactive = mostly below about 43%; note: 0% is about no effect
# * marks the source's active call; other numbers are inactive results; i = inactive; ? = inconclusive; . = not tested or not shown; & = joins results of further samples; [ ] = dose if it differs, or a comment. Unless noted, calls come from the whole dose curve; as a rule, active = well fitted curve in the direction sought with a large enough effect; inconclusive = small, poorly fitted or top-dose-only effect, or another doubt; inactive = no such curve, though single readings can be large; an effect the other way counts as inactive or inconclusive.
SMILES	Giardia FBPA inh	AmpC detergent	CHX counter	AmpC inh no detg	HCMV antiviral	AMA1 RON2 block	Shiga inhibitor
CCOc1ccc(NC(=O)Nc2cc(OCC(F)(F)F)cc(OCC(F)(F)F)c2)cc1	1%	-2%	7	-20%	-14	-16%	7
COc1cc(/C=C/C(=O)OCC(=O)Nc2ccc(C)cc2[N+](=O)[O-])ccc1O	2%	3%	8	-11%	-1	-10%	-8
O=C(c1cccs1)N1CCN(Cc2nc3ccccc3c(=O)[nH]2)CC1	-9%	-7%	-3	-17%	-1	36%[activator]	-4
CCOC(=O)CC(NC(=O)c1cccc2c1C(=O)N(Cc1cccnc1)C2)c1ccc(OC(C)C)cc1 (stereo not given)	0%	0%	-4	203%[activator]	-25	32%[activator]	-10
CCOc1ccc(N/C=C/C(=O)c2cc(OC)c(OC)c(OC)c2)cc1	6%	?	3	78%[activator]	-13	0%	.
O=C(Cc1ccc(Cl)cc1)N/N=C/c1ccccc1	5%	2%	-2	-12%	-68*	6%	-8
O=C1/C(=C\c2ccco2)CCC/C1=C\c1ccco1	16µM*	-15%	-2	-26%	?	?	10
FC(F)(F)c1cccc(Cc2noc(CN3CCCC3)n2)c1	3%	-5%	-1	20%	-9	-16%	-3
Cn1c(SCC(=O)Nc2cc(=O)n(C)c(=O)n2C)nnc1-c1cccs1	-1%	3%	-9	-20%	.	.	-13
C=CCn1c(CCNC(=O)c2ccco2)nc2ccccc21	.	-7%	-9	-1%	-4	-10%	-6
CN(CC(=O)Nc1ccc(Cl)cc1)C(=O)CNC(=O)c1ccc2c(c1)OCO2	.	?	.	1%	1	8%	.
O=C1c2ccccc2C(=O)N1CC(O)COCc1ccccc1 (stereo not given)	-5%	-3%	-2	-10%	18	-2%	-8
C/C(=N\NC(=O)COc1ccc(C(C)(C)C)cc1)c1cc2ccccc2o1	5%	-7%	24*	-23%	-38	16%	38*
O=C(Nc1ccccc1)c1ccc(Br)c(S(=O)(=O)Nc2cccnc2)c1	14%	-6%	-1	-14%	5	-15%[2.32 µM]	26
COc1ccccc1N(Cc1ccccc1)S(=O)(=O)c1cccc(C(=O)Nc2cccc(C)n2)c1	.	?	10	-19%	-28	24%	2
CCCCCCCC(=O)O	.	.	.	-3%	5	-1%	.
CC1(C)Cc2cccc(OCC(=O)Nc3nccs3)c2O1	1%	?	5	-11%	-9	3%	15
CCOC(=O)COc1ccc2c(C#N)c3ccccn3c2c1	5.6µM*	-5%	-3	-5%	-32	67%[activator]	-2
O=C(COc1ccc2ccccc2c1)N1CCN(Cc2ccncc2)CC1	2%	-6%	5	101%[activator]	-10	?	-10
COc1cccc(-c2ccc(C#N)c(SCC(=O)NCc3ccco3)n2)c1	1%	0%	11	-21%	32	0%	-3
CCN(CC)CCC(=O)N1c2ccccc2CCc2ccc(NC(=O)OC)cc21	3%	?	-5	29%	-13	-2%	-6
CC(C)c1nc(N2CCN(C(=O)c3ccccc3)CC2)c(C#N)c2c1COC(C)(C)C2	-2%	-13%	-4	3%	-5	-10%	-7
COc1cccc(-n2c(/C=C/c3ccc(O)c(O)c3)nc3ccccc3c2=O)c1	-27%	-2%	2	18µM*	16	-6%	24
NS(=O)(=O)c1ccc(NC(=S)Nc2ccn(Cc3cccc4ccccc34)n2)cc1	-4%	0%	-6	-54%	-79*	41%[activator]	-3
CCOc1ccc(-n2ccc(=O)c(C(=O)O)n2)cc1	5%	-11%	-1	-3%	-34	-3%	-10
CC(=O)OCCn1c(=O)c2cc3c(=O)n(CCOC(C)=O)c(=O)c3cc2c1=O	-4%	?	-2	-20%	-14	6%	24
O=C(Nc1nncs1)c1ccccc1NS(=O)(=O)c1cccs1	22%	-10%	3	-30%	-9	47%[activator]	-5
O=C(NCc1ccc(Cl)cc1)C(=O)NCC1OCCN1S(=O)(=O)c1cc(F)ccc1F (stereo not given)	.	1%	-5	-28%	1	23%	-11
Cc1ccc(C(=O)O)cc1NC(=O)CSc1ncnc2sc3c(c12)CCC3	15%	4%	-3	-25%	0	3%	13
CCOc1ccccc1Nc1nnc(SCC(=O)Nc2cccc(S(=O)(=O)NC3=NCCCCC3)c2)s1	0%	3%	5	-25%	9	-13%	6
CN(C)C(=O)Oc1ccc([N+](=O)[O-])cc1	2%	4%	8	-16%	-3	13%	-9
O=C(NCc1ccccc1)c1c[nH]c2ccc(S(=O)(=O)Nc3ccc4c(c3)OCCO4)cc2c1=O	-5%	-7%	12	-25%	14	-10%	49*
COc1ccccc1N1CCN(C(=O)CCS(=O)(=O)c2ccc3c(c2)oc(=O)n3C)CC1	.	2%&19%	6	27%	-7&-4	-1%	-2
COc1ccc(-c2cc(C(=O)N3CCN(Cc4ccccc4)CC3)no2)cc1OC	-9%	-3%	1	165%[activator]	-18	-17%	8
CCOc1ccccc1-c1noc(CCCC(=O)NC2CCCCC2)n1	-6%	-6%	0	33%	13	7%	-7
CCC(C)CCN1C(Nc2ccccc2)=NC[C@@H]1Cc1ccccc1 (stereo not given in full)	-1%	-4%	-2	27%	-100*	20%	-4
Cc1ccc(NC(=O)COC(=O)c2ccc(C)c(S(=O)(=O)N3CCOCC3)c2)cc1	.	?	.	-10%	11	12%	.
CCOC(=O)c1c(-c2ccc(F)cc2)csc1NC(=O)C1CC=CCC1C(=O)O (stereo not given)	21%	0%	-2	-18%	35	-7%	10
COc1ccc2c(c1)C(c1ccc(C)cc1)CC(=O)O2 (stereo not given)	3%[89.2 µM]	.	10	.	.	.	i
COc1ccc(N2C(=O)c3cc4ccccc4cc3C2=O)cc1	6%	-10%	-2	-10%	-36	-8%	-5

# A draw from above in order of heavy-atom count, high to low:
SMILES	Giardia FBPA inh	AmpC detergent	CHX counter	AmpC inh no detg	HCMV antiviral	AMA1 RON2 block	Shiga inhibitor
CCOc1ccccc1Nc1nnc(SCC(=O)Nc2cccc(S(=O)(=O)NC3=NCCCCC3)c2)s1	0%	3%	5	-25%	9	-13%	6
O=C(NCc1ccccc1)c1c[nH]c2ccc(S(=O)(=O)Nc3ccc4c(c3)OCCO4)cc2c1=O	-5%	-7%	12	-25%	14	-10%	49*
COc1ccccc1N1CCN(C(=O)CCS(=O)(=O)c2ccc3c(c2)oc(=O)n3C)CC1	.	2%&19%	6	27%	-7&-4	-1%	-2
O=C(NCc1ccc(Cl)cc1)C(=O)NCC1OCCN1S(=O)(=O)c1cc(F)ccc1F (stereo not given)	.	1%	-5	-28%	1	23%	-11
Cc1ccc(NC(=O)COC(=O)c2ccc(C)c(S(=O)(=O)N3CCOCC3)c2)cc1	.	?	.	-10%	11	12%	.
CCOC(=O)c1c(-c2ccc(F)cc2)csc1NC(=O)C1CC=CCC1C(=O)O (stereo not given)	21%	0%	-2	-18%	35	-7%	10
CCOc1ccccc1-c1noc(CCCC(=O)NC2CCCCC2)n1	-6%	-6%	0	33%	13	7%	-7
CCC(C)CCN1C(Nc2ccccc2)=NC[C@@H]1Cc1ccccc1 (stereo not given in full)	-1%	-4%	-2	27%	-100*	20%	-4
O=C(Nc1nncs1)c1ccccc1NS(=O)(=O)c1cccs1	22%	-10%	3	-30%	-9	47%[activator]	-5
COc1ccc2c(c1)C(c1ccc(C)cc1)CC(=O)O2 (stereo not given)	3%[89.2 µM]	.	10	.	.	.	i
CN(C)C(=O)Oc1ccc([N+](=O)[O-])cc1	2%	4%	8	-16%	-3	13%	-9

# Next section.
Compound	Giardia FBPA inh	AmpC detergent	CHX counter	AmpC inh no detg	HCMV antiviral	AMA1 RON2 block	Shiga inhibitor
Cc1nc2ccccc2n1S(=O)(=O)c1ccc(Br)cc1	-10%	-15%	1	-17%	-32	-8%	3
O=C(Nc1ccnn1C1CCN(C(=O)c2ccc(F)cc2)CC1)C1CCOC1 (stereo not given)	2%	-5%	-4	-6%	17	6%	-6
COc1ccc(OC)c(/C=N\NC(=O)c2cc3c(ccc4ccccc43)o2)c1	.	-1%	17	-19%	-5	0%	-7
COc1ccccc1/C=C1\SC(=S)N(Nc2nc(C)cc(C)n2)C1=O	-5%	-3%	-1	-33%	1	17%	-7
CN(C)S(=O)(=O)c1ccc(C(=O)OCCc2ccccc2)cc1	-5%	-5%	39*	-18%	45	16%	33
CCOC(=O)c1c[nH]n(-c2ccccc2)c1=O	-22%	-5%	20	-22%	-32	5%	30*
Cc1c(Cl)cccc1NC(=O)CCS(=O)(=O)c1cccc2nonc12	6%	5%	-3	-6%	-36	-11%	0
O=C1CCC(=O)N1CNc1ccccn1	-2%	?	-1	-23%	-25	21%	7
COc1ccccc1N1CCN(CC(=O)N(CC(C)C)c2c(N)n(CC(C)C)c(=O)[nH]c2=O)CC1	2%	9%	2	-5%	18	-6%	-3
Cn1c(-c2ccsc2)c(-c2cccs2)c2cc(-c3cccc4[nH]ccc34)ccc21	.	1%	.	-47%	-5	-22%	.
CCN(C(=O)COC(=O)Cc1c[nH]c2ccccc12)C1CCS(=O)(=O)C1 (stereo not given)	.	-5%	-2	3%	9	20%	-14
CCCCn1nc(NC(=O)CCC)c2cc3cc(OC)ccc3nc21	-2%	-8%	-4	1%	-24	53%[activator]	-6
CC(C)=CCN1CCN(Cc2ccc(C#CC(C)(C)O)s2)CC1CCO (stereo not given)	1%	2%	10	11%	3	2%	12
Cn1cc(CN2CCC(CO)(CCCc3ccccc3)CC2)c(-c2ccccc2)n1	16%	-3%	0	91%[activator]	22	2%	-19
Cc1ccc(NS(=O)(=O)c2cccc(C(=O)NCC(c3ccco3)N3CCCC3)c2)cc1 (stereo not given)	.	-5%	.	-1%	0	20%	.
